# High-throughput results (PubChem BioAssay)
# DYRK1A inh – inhibitors of rat Dyrk1A kinase; Q63470; inhibition, % at 12.5 µM; AID 504441; hit rate 0.43% among 310,000; ADP-Glo luminescence, NFATc1 peptide; in the data active = inhibition above about 50%;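 note: plate controls were vehicle with enzyme for no effect and no enzyme for full effect; many of its hits are not listed in these tables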
# HSP90 inh – inhibitors of HSP90 luciferase refolding in rabbit reticulocyte lysate | luciferase refolding luminescence, 3 h | inhibition, % at 5.6 µM | hit rate 0.91% among 290,000 | AID 1789;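 active = inhibition above the screen-wide mean plus 3 SD, computed separately per campaign, cut at about 16% in these data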;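 note: 0% = DMSO wells and 100% = 60 µM geldanamycin wells; inhibitors lower the luminescence because luciferase stays unfolded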
# HSF1 inh – HSF1 inhibition | hit rate 0.77% among 300,000 | AID 2098 | activity change, negative = inhibition, % at 7.5 µM (by protocol) | NIH3T3-HGL HSE-luciferase, MG132-induced, luminescence 8 h; hits give low values;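 active = more than half of replicate wells show activity change below -50%, luminescence cut by over half; inconclusive = some wells, but at most half, below -50%; inactive = no replicate well below -50%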;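 note: luciferase reports HSF-1 transcriptional activity via heat shock element; 0% = median of DMSO wells and -100% = zero luminescence signal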
# KLF5 inh – inhibitors of KLF5 expression. DLD-1 KLF5 promoter-luciferase reporter, luminescence. hit rate 0.23% among 290,000. inhibition, % at 5 µM;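 active = inhibition above a per-plate limit of that plate's mean compound inhibition plus 3 SD, cut at about 60% in these data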;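 note: 0% = DMSO wells and 100% = LY294002 at 200 µM; higher means less KLF5 promoter-driven luciferase light; inactives centre near -14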
# GSK3beta inhib – blocks human GSK3beta kinase activity; P49841; GST-GSK3beta kinase, ADP-Glo luminescence, 60 min; hits give low values; activity score (negative = inhibition), % at 10 µM; hit rate 0.038% among 300,000; AID 2097;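 active = more than half of replicate wells score below -50%, meaning over 50% inhibition versus plate controls; inconclusive = some replicates but at most half score below -50%; inactive = no replicate scores below -50%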;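 note: 0% = median DMSO wells and -100% = median GW8510 positive control wells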
# Target sequence (P49841 whole entry, looked up): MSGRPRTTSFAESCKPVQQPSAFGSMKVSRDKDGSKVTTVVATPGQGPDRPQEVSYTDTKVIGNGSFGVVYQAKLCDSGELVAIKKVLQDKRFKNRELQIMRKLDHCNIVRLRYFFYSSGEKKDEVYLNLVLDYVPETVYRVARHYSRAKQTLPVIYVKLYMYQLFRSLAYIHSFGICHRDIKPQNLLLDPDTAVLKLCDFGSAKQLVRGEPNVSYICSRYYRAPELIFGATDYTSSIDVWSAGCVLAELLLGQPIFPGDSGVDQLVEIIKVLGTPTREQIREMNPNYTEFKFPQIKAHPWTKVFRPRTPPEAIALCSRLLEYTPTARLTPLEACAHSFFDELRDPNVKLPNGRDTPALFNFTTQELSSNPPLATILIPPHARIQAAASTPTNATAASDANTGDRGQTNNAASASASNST
#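 Test system – GST-tagged human GSK3beta kinase, cell-free · Incubation – 60 min enzyme reaction, room temperature · Signal – ADP-Glo luminescence · Also added – peptide substrate and ATP at 25 µM · Controls – DMSO neutral wells and GW8510 at 20 µM as positive · Buffer or medium – Tris/MgCl2 kinase buffer · Measure – Luminescence-derived activity versus plate DMSO and GW8510 wells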
# Platelet DG rel – modulates dense granule release in human platelets | human platelet-rich plasma, SFLLRN dense granule ATP release, luminescence | inhibition, %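 (compounds screened at 7.5 µM in platelet-rich plasma)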 | hit rate 0.22% among 300,000;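 active = mean replicate score, as percent of positive control, at or above 50; inconclusive = mean below 50 but at least one replicate at or above 50; inactive = mean and every replicate below 50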
# HSF-1 act – increases HSF-1 driven luciferase reporter signal; NIH3T3-HGL HSF-1 luciferase reporter, MG132, 8 h; 100% = twice DMSO control signal; activation, % at 9 µM; hit rate 1.7% among 300,000; AID 504408;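 active = mean replicate activation of at least 50% with a set share of replicates each reaching 50%; inconclusive = only one of those two conditions met; inactive = mean below 50% and too few replicates reaching it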;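 note: 0% = median of the neutral control wells and 100% = twice that signal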
# IEC-6 cytotox – IEC-6 cytotoxicity, counter-screen for KLF5 inhibitors; luminescence viability; inhibition, % at 5 µM; hit rate 0.78% among 290,000; in the data active = inhibition above about 22%;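 note: 0% = plate median of test compound wells and 100% = cytotoxic reference compound wells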
# GSK3 alpha inh – inhibitors of human GSK-3 alpha kinase; P49840; ADP-Glo luminescence, 60 min; inhibition, % at 10 µM; hit rate 0.1% among 320,000; AID 2650;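 in the data active = inhibition above about 50%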;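 note: GST-tagged GSK-3 alpha with peptide substrate and 25 µM ATP; 0% = DMSO neutral wells and 100% = GW8510 positive control wells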
# Target sequence (P49840 whole entry, looked up): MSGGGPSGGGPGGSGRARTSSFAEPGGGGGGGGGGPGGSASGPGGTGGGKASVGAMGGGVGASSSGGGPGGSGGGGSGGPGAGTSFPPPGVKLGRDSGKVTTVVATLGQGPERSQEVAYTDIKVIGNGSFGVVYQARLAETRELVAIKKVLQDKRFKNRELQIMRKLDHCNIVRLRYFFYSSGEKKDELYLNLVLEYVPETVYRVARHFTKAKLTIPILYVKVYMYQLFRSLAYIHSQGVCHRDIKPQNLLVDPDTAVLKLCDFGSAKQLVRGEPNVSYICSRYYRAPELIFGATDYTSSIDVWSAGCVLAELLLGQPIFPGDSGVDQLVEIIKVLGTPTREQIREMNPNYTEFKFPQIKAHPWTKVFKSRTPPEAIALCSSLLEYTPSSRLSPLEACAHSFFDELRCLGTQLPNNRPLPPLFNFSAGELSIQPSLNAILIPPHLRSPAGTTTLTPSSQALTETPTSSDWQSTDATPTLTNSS
# aSyn UTR inh – 5' untranslated region of α-synuclein, MLPCN primary screen; alpha-synuclein 5'UTR reporter, inhibitor activity; inhibition, % (tested at 7.5 µM); hit rate 0.82% among 300,000; in the data active = inhibition above about 60%; inconclusive = no clear call, values can overlap the other calls;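 note: H4 neuroglioblastoma cells stably carrying SNCA 5'UTR luciferase fusion; 0% = DMSO wells and 100% = positive control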
# Starred values were filed as active, the others as inactive; ? = inconclusive; · = no result given. Some of the compounds tested; the hit share may differ from the screen's.
# Each structure is followed by: HSF1 inh	DYRK1A inh	GSK3beta inhib	IEC-6 cytotox	aSyn UTR inh	HSP90 inh	GSK3 alpha inh	KLF5 inh	Platelet DG rel	HSF-1 act
> COc1cccc(NC(=O)c2ccc(CN3CCN(c4ccccc4)CC3)cc2)c1
 : 7	-2	-1	6	-5	3	2	-23	-6	20
> Cc1ccc(C)n1C(CC(=O)O)c1ccc(C#N)cc1 (stereo unspecified)
 : -3	3	-1	-11	7	0	-1	-12	-3	-4
> CC1CCN(S(=O)(=O)c2ccc(NC(=O)CSc3ncccc3C(=O)O)cc2)CC1
 : 3	0	3	-2	23	-2	-2	-18	0	6
> COc1ccc(OCCNC(=O)/C=C/c2ccc([N+](=O)[O-])cc2)cc1
 : -8	4	1	-7	21	-4	-2	-11	-8	-9
> Cc1ccc(/C=N/NC(=O)c2cccc(S(=O)(=O)Nc3ccccc3Cl)c2)o1
 : 9	2	1	-6	9	6	-1	-5	-3	66*
> COc1cc(OC)nc(Oc2cc(C=O)ccc2OC)n1
 : 6	-4	-1	-1	1	4	0	7	4	37
> Cc1ccc([N+](=O)[O-])cc1NC(=O)CN(C1CCCCC1)S(=O)(=O)c1ccc(Cl)cc1
 : -8	3	-1	2	19	5	·	20	0	7
> COc1ccccc1/C=C(\NC(=O)c1ccccc1)C(=O)NCc1ccco1
 : -4	-2	0	5	13	-4	-2	4	21	10
> COCCCNC(=O)Cn1cc(/C=C(\C#N)C(=O)NC2CCCC2)c2ccccc21
 : 1	1	-1	-2	11	-2	-2	-37	-3	12
> O=C(O)CNC(=O)/C(=C/c1ccco1)NC(=O)/C=C/c1ccccc1
 : -8	-9	2	-1	-18	0	-3	-17	-13	-11
> CCOC(=O)c1ccc(NC(=S)N(CCN(C)C)Cc2cccs2)cc1
 : 9	-3	1	-2	?	-1	1	-13	-2	1
> Cc1ccccc1NC(=O)Cc1nc(COC(=O)CSc2ccccc2)cs1
 : -6	-1	4	-4	0	-3	-3	2	2	1
> Cc1nc2c3c(sc2c(=O)[nH]1)NC(=O)CC3c1ccccc1Cl (stereo unspecified)
 : 9	-2	1	1	27	10	4	8	3	7
> O=C(NCCc1cccc(Cl)c1)c1ccc2c(c1)OCO2
 : 19	1	-1	1	-15	20*	2	-49	38	24
> O=C(O)C1C2C=CC3(CN(CC(O)COc4ccccc4)C(=O)C13)O2 (stereo unspecified)
 : -7	3	2	-3	2	4	-3	-4	-7	-2
> O=C(COc1ccc2c(c1)CCC2)N1CCN(c2ccccc2F)CC1
 : 8	-2	-2	0	-7	3	-4	23	-10	9
> CC1CCN(C(=O)c2ccc(SCc3ccccc3F)c([N+](=O)[O-])c2)CC1
 : 6	3	2	-2	-2	2	-2	-19	-5	39
> O=C(Nc1ccccc1)C1C(c2ccccc2)C1(Cl)Cl (stereo unspecified)
 : 4	-2	-2	1	12	6	-1	-10	-1	-9
> CCc1ccc(NC(=O)CSc2n[nH]c(C)c2[N+](=O)[O-])cc1
 : -4	0	-1	-1	-11	-2	-1	-59	4	4
> Cn1c(SCC(=O)NCc2ccco2)nc2ccccc2c1=O
 : -6	4	-1	0	19	3	2	-17	0	5
> CCOC(=O)c1c(-c2ccccc2)oc2ccc(OCC(O)CNCCN(C)C)cc12 (stereo unspecified)
 : -12	1	-4	11	9	-1	13	-22	-5	-10
> Cc1cc(C(=O)N/N=C/c2cc(Br)c(Br)o2)n[nH]1
 : 1	-3	3	-6	-53	10	2	-46	-1	-4
> Cc1ccc(C)c(C(=O)C(C)OC(=O)c2cccn2C)c1 (stereo unspecified)
 : 2	0	0	1	10	2	1	-21	-2	18
> CC(=O)Nn1cnc2c(c1=O)C1(CCCCC1)Cc1ccccc1-2
 : -10	-1	3	-2	0	-1	-2	-16	0	-25
> Cc1ccccc1N1CCN(C(=O)c2ccc(Oc3ccc(C(F)(F)F)cn3)cc2)CC1
 : 6	4	-3	1	11	0	-2	-12	15	26
> Cc1ccc(C(=O)C(C)OC(=O)c2ccccc2[N+](=O)[O-])cc1 (stereo unspecified)
 : 51	-1	-2	1	-158	6	-3	-145	3	87*
> CNC(=O)COC(=O)c1ccc(OCC(=O)Nc2ccccc2OC)c(OC)c1
 : 5	-5	4	6	3	4	5	-21	12	2
> COC(=O)c1c(C)[nH]c(C=Nc2ccc(OC)cc2)c1C
 : -10	1	-1	0	-17	-1	0	-19	5	6
> CCOc1cc2c(cc1OCC)C(c1ccccc1OC)OC(=O)C2 (stereo unspecified)
 : 0	-7	0	3	-1	1	-1	3	15	-7
> CC(=O)C1=C(O)C(=O)N(CCO)C1c1ccccc1 (stereo unspecified)
 : -12	4	1	3	9	5	-1	-54	11	-22
> O=C1CC(NS(=O)(=O)c2ccc([N+](=O)[O-])cc2)CN1c1ccc(Cl)cc1 (stereo unspecified)
 : 8	6	3	·	18	·	0	·	0	24
> CCOC(=O)Cc1csc(SCC(=O)Nc2nccs2)n1
 : -3	0	-3	·	14	·	-1	·	1	4
> COc1ccc(N=C2SC(CC(=O)Nc3ccccc3)C(=O)N2Cc2ccco2)cc1 (stereo unspecified)
 : -5	6	1	3	15	0	-1	-3	-15	14
> Cc1onc(-c2ccccc2Cl)c1C(=O)N1CCN(C)CC1
 : -6	-2	0	-6	-12	-2	-1	-3	7	2
> CCC(C)Nc1nc(C)nc2c1oc1ccccc12 (stereo unspecified)
 : 2	0	-4	2	5	-3	-1	-9	-9	2
> COc1ccc([C@H]2[C@@H](C#N)[C@H](C#N)N3CCCN23)cc1
 : 2	-8	0	-4	-6	-1	-2	-10	-2	17
> O=C(CCC(=O)N1CCOc2ccccc21)N1CCN(c2ccccc2)CC1
 : -11	3	0	-3	6	-2	0	-1	-3	-19
> CCNCCNC(=O)c1c(O)c2c([nH]c1=O)CCCC2
 : -5	0	4	5	0	0	-2	-30	7	-12
> O=C(NCCCn1ccnc1)c1ccccc1F
 : 3	3	-3	-2	0	3	2	-7	8	-1
> Cc1ccccc1-c1ccc(=O)n(CC(=O)Nc2ccc(C(=O)N3CCCC3)cc2)n1
 : -12	4	-5	-4	-20	-1	-1	2	-2	13
> CC(C(=O)Nc1cccnc1)c1ccc([N+](=O)[O-])cc1 (stereo unspecified)
 : -8	0	2	-6	-2	1	·	-37	0	-9
> CCCCN(C)C(=O)c1nc2ccccn2c1CN1CCC[C@H]1C(=O)OC
 : -5	-2	-1	1	15	2	0	-19	0	7
> C/C(N)=C(/C#N)C(=O)CSc1nc2scc(-c3ccc(F)cc3)c2c(=O)n1C
 : 3	·	0	6	-22	4	-1	-3	4	17
> CC(=O)Nc1ccc(CN2CCCC(CO)(Cc3ccccc3C)C2)cc1 (stereo unspecified)
 : -4	·	1	3	3	-2	-1	-3	1	10
> Cn1nc(C(=O)Nc2ccc(Br)cc2)cc1C(=O)Nc1ccc(Br)cc1
 : -7	·	-2	1	-20	0	0	-19	-13	-2
> c1ccc(-n2c(Cc3cccnc3)nc3cnccc32)cc1
 : 3	3	2	-11	-13	0	1	-1	7	4
> O=C(Nc1cccc(-c2nc3cccnc3s2)c1)c1ccco1
 : 8	·	0	-8	-51	-3	1	-97	1	5
> O=C(NCCC1=CCCCC1)C1CCC(CNS(=O)(=O)c2ccccc2)CC1 (stereo unspecified)
 : 1	3	1	10	18	2	·	-9	-5	8
> CCOc1ccc(N(CC(=O)NC2CCCC2)S(=O)(=O)c2c(C)noc2C)cc1
 : 4	4	-2	0	7	-3	-2	-5	-6	6
> CCOC(=O)CNC(=O)Cc1ccc(OC)cc1
 : -4	·	-2	-2	-26	10	-2	7	-10	-2

# Following part:
# Each structure is followed by: HSF1 inh	DYRK1A inh	GSK3beta inhib	IEC-6 cytotox	aSyn UTR inh	HSP90 inh	GSK3 alpha inh	KLF5 inh	Platelet DG rel	HSF-1 act
> Cc1nc2nc[nH]c2cc1Br
 : -1	19	2	-1	1	2	·	-4	-2	5
> O=C(O)CCCC(=O)N1CCc2cc(S(=O)(=O)NCc3ccc(F)cc3)ccc21
 : 0	0	0	1	17	5	3	0	-8	4
> Cc1c(Cl)cccc1NC(=O)C1CC2CCC1C2 (stereo unspecified)
 : -2	·	-1	·	-6	·	1	·	-1	3
> Cc1csc(NC(=O)C2=COCCO2)n1
 : 13	12	-24	·	-132	·	-1	·	19	13
> COc1ccc(-c2cn3c(C)c(C(=O)NCCN4CCOCC4)sc3n2)cc1
 : -6	1	1	7	-46	73*	-2	-26	3	-4
> S=C(Nc1ccccc1)N1CCN(C/C=C/c2ccccc2)CC1
 : 0	6	-2	-1	8	1	-3	-33	4	8
> CCN(Cc1ccccc1)C(=O)C1CCN(C/C(C)=C/c2ccccc2)CC1
 : 38	1	2	-2	9	-3	1	0	-15	88*
> COC(=O)Cc1cc(=O)oc2cc(OC)ccc12
 : -5	10	0	-12	0	-2	-2	-3	-2	-2
> CCOC(=O)Cn1c(C)c(Br)c(=O)c2cccc(C)c21
 : -1	3	2	2	5	-1	-2	-2	6	4
> CNC(=S)N1N=C(c2ccccc2)CC1c1ccc(Br)cc1 (stereo unspecified)
 : 20	2	-2	1	-50	-1	-4	-14	-7	13
> CCCCNC(=S)N(C)/N=C/c1ccc(OCc2ccc(C(=O)OC)cc2)c(OC)c1
 : 8	6	4	3	-28	-4	-2	-23	5	0
> COc1ccc(/C(C)=N/OC/C(O)=C(\C#N)c2nc3ccccc3[nH]2)cc1OC
 : -17	-2	-1	-2	6	4	5	-23	8	-24
> O=C(Cn1nnc2ccccc2c1=O)NCc1ccc(Cl)cc1
 : 1	7	-1	-5	2	-1	-1	3	-4	12
> O=C(COC(=O)C1CC2CCCC(C1)C2=O)NNC(=O)c1ccc([N+](=O)[O-])cc1 (stereo unspecified)
 : -7	11	-5	·	13	·	-1	·	4	-2
> CC(=O)c1cc(NC(=O)c2cccc(C(F)(F)F)c2)c(=O)oc1/C=C/N(C)C
 : -7	-6	2	1	-7	-5	-3	15	1	-1
> O=[N+]([O-])c1ccc(C[n+]2ccc(Cc3ccccc3)cc2)cc1
 : 2	-1	-2	-1	13	7	-4	-18	1	18
> Cc1ccc(Cn2cccc(-c3nc4ccccc4s3)c2=O)cc1
 : 53	-4	2	9	-194	-2	-2	-13	-3	106*
> COc1ccc(-c2c(C)n([O-])c3c([n+]2=O)CCC3)cc1OC
 : -2	0	2	-1	24	1	2	-20	2	12
> Cn1c(NNC(=O)C2CCCCC2)cc(=O)n(C)c1=O
 : -2	·	1	3	10	-1	-1	-10	3	-1
> NC(=O)[C@@H]1CC2(CC(c3cccc(NC(=O)CC(c4ccccc4)c4ccccc4)c3)=NO2)CN1C(=O)COc1ccc(Cl)cc1 (stereo partly specified)
 : -1	4	-8	·	27	·	-1	·	0	2
> COc1ccccc1NC(=O)Cc1csc(NC(=S)Nc2ccc(C)cc2)n1
 : -21	3	1	7	-1	2	0	3	1	-25
> CCOC(=O)CN(C(=O)CSc1nnc2c(n1)[nH]c1ccc(F)cc12)c1ccccc1
 : -1	6	2	16	6	-3	-1	9	0	26
